PME-1 primary = PME-1 inhibitors via competitive probe labeling, primary screen, biochemical, fluorescence polarization, FP-Rh probe, HTS. Protein phosphatase methylesterase 1 (Homo sapiens), Q9Y570. inhibition, % at 5.9 µM. 0.53% of 320,000 active. recombinant PME-1;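 active = inhibition above the campaign mean of all compounds plus 3 SD, cut at about 26% in these data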;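 note: competitive labeling of PME-1 active site by serine hydrolase directed probe; 0% = PME-1 with DMSO and 100% = wells lacking PME-1 enzyme; inhibitors block probe labeling so polarization falls and inhibition rises; many of its hits are not listed in these tables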
Target sequence (Q9Y570 whole entry, looked up): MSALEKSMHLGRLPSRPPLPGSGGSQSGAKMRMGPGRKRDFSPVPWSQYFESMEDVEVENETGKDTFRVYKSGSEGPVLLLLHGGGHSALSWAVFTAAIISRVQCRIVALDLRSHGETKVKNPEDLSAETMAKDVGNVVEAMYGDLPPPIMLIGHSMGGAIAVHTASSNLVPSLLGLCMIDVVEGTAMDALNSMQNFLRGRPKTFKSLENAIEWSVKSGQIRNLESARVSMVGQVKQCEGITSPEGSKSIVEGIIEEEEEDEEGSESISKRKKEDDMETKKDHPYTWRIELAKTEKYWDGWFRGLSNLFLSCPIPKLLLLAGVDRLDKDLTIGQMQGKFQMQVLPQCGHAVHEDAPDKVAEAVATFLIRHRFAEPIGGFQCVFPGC
MCL1 BIM primary = inhibitors of MCL1 binding to BIM-BH3, primary screen, biochemical, fluorescence polarization; Induced myeloid leukemia cell differentiation protein Mcl-1 (Homo sapiens), Q07820; GST-MCL1 / FITC-Bim-BH3 fluorescence polarization; inhibition, % at 10.9 µM; 0.68% of 320,000 active; AID 2057, 2009;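 active = inhibition above the mean inhibition of all tested compounds plus 3 SD, set per campaign, cut at about 40% in these data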;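 note: 0% = DMSO wells and 100% = unlabeled Bim-BH3 peptide control; higher means more loss of mP so more displacement of Bim peptide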
Target sequence (Q07820 whole entry, looked up): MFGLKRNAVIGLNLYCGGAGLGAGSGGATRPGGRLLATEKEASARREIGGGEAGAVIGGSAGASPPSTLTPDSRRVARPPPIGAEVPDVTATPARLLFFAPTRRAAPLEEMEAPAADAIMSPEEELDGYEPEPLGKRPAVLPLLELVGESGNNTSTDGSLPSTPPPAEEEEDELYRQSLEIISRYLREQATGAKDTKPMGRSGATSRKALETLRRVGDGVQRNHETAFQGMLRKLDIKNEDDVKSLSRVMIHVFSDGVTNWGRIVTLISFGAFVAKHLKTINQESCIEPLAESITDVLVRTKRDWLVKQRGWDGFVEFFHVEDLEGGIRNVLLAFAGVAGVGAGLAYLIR
TPT1 inhibitor = Candida albicans TPT1 enzyme inhibitors, primary screen, biochemical, fluorescence polarization | tRNA 2'-phosphotransferase TPT1 (Candida albicans SC5314) | recombinant caTPT1, FP RNA substrate dephosphorylation | inhibition, % at 5 µM | 0.81% of 300,000 active;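 active = inhibition above the mean of all tested compounds plus 3 SD, set per screening campaign, cut at about 24% in these data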;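 note: plate controls were DMSO alone for no effect and ferristatin control at 100 nM for full effect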
BCLXL inh = inhibitors of human Bcl-xL, primary screen, biochemical, fluorescence polarization, HTS | Bcl-2-like protein 1 (Homo sapiens), Q07817 | GST-Bcl-xL / FITC-Bim BH3 peptide fluorescence polarization | inhibition, % at 10.9 µM | 0.7% of 320,000 active;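 active = inhibition above the mean of all tested compounds plus 3 SD, cutoff set per campaign, cut at about 30% in these data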;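 note: 0% = DMSO wells and 100% = unlabeled Bim-BH3 peptide competitor; inhibitors lower millipolarization by displacing the labeled peptide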
Target sequence (Q07817 whole entry, looked up): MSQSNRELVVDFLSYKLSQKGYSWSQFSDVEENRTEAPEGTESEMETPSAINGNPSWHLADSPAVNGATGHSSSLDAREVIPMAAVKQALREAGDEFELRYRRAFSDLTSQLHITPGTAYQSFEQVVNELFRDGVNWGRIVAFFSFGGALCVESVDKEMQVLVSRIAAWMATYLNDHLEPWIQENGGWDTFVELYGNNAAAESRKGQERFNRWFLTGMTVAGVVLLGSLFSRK
PAD4 FP inh = human PAD4 inhibitors, primary screen, biochemical, fluorescence polarization, 1536-well format; Protein-arginine deiminase type-4 (Homo sapiens), Q9UM07; recombinant PAD4, RCA probe fluorescence polarization; inhibition, % at 6.36 µM; 0.41% of 330,000 active; AID 485272, 2010;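 active = percent inhibition above a cutoff equal to the mean of all tested compounds plus 3 SD, cut at about 15% in these data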;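 note: 0% = PAD4 with RCA probe and DMSO and 100% = probe without PAD4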
Fam108B inh = mouse Fam108B serine hydrolase inhibitors, primary screen, counter-screen for RBBP9 inhibitor project, biochemical, fluorescence polarization; recombinant Fam108B, FP-Rh probe fluorescence polarization; inhibition, % at 9.51 µM; 0.33% of 300,000 active;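 active = inhibition above the screen mean inhibition plus 3 SD, computed separately per campaign, cut at about 18% in these data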;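 note: inhibitors lower polarization as less probe binds the enzyme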
GLD-1 TGE inh = GLD-1/TGE RNA complex disruptors, primary screen, biochemical, fluorescence polarization; Female germline-specific tumor suppressor gld-1 (Caenorhabditis elegans), Q17339; purified GLD-1 + fluorescein TGE RNA; inhibition, % at 5.96 µM; 0.44% of 320,000 active; AID 2280, 2010;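 active = percent inhibition above a per-plate cutoff, the plate mean of test compounds plus 3 SD, cut at about 30% in these data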;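 note: 0% = DMSO wells with GLD-1 and probe and 100% = wells lacking GLD-1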
MEX-5 binding = MEX-5 zinc finger RNA-binding disruptors – biochemical, C. elegans, fluorescence polarization, MLPCN library, primary screen | activity score (negative = inhibition of binding), % at 10 µM | Zinc finger protein mex-5 (Caenorhabditis elegans), Q9XUB2 | MEX-5/FITC-TCR2 RNA binding; hits give low values | 0.38% of 300,000 active;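 active = inhibition past about -25% in most replicates, and total fluorescence under double the plate's negative control median, limit read from the data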;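 note: 0% = DMSO and -100% = 5 µM competing unlabeled TCR2 RNA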
GSTO1 counter = inhibitors of recombinant GSTO1, primary screen, counter-screen for RBBP9 inhibitor project, biochemical, fluorescence polarization; activity-based probe fluorescence polarization; Glutathione S-transferase omega-1 (Homo sapiens), P78417; inhibition, % at 5.96 µM; 1.1% of 300,000 active; AID 1974, 2009;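 active = inhibition above the campaign mean inhibition plus 3 SD, cut at about 35% in these data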;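 note: 0% = GSTO1-1 with DMSO and 100% = wells lacking GSTO1-1 enzyme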
An asterisk follows results filed as active; nt = not tested or not shown. Some of the compounds tested; count on the stated rates, not on these rows.

canonical_smiles	PME-1 primary	MCL1 BIM primary	TPT1 inhibitor	BCLXL inh	PAD4 FP inh	Fam108B inh	GLD-1 TGE inh	MEX-5 binding	GSTO1 counter
C=CCn1c(SCC(=O)c2ccc(OC)cc2)nnc1-c1ccc2c(c1)OCO2	-0.7	-4.3	1.6	0.5	-1.9	1.7	1.4	-2.3	3.5
O=C(Nc1cccc(C(=O)O)c1)/C(=C\c1ccc2c(c1)OCO2)NC(=O)c1ccco1	-2.5	-0.4	1.2	-1.6	-1.2	1.7	10.0	2.1	4.9
O=C(Nc1ccc(Cl)cc1)Nc1ccc(Oc2cccnc2)nc1	-11.9	2.5	-0.5	2.4	-1.5	-9.0	3.8	0.7	-16.5
CN(C)CCCOC(=O)Cc1ccc(Cl)cc1	-0.6	-1.6	1.9	3.4	-2.3	1.7	-4.1	-1.2	2.5
CC1CC(C)CN(S(=O)(=O)c2ccc3c(c2)CC(C)N3C(=O)C2CCC2)C1 (configuration not stated)	2.8	3.0	-1.9	-0.4	-0.3	0.0	1.5	2.6	-2.2
COc1ccc(S(=O)(=O)N2CCN(C(=O)c3cc(C)on3)CC2)cc1	-5.7	-4.0	nt	-2.9	-8.9	nt	-5.5	nt	nt
CC(C)(C)NC(=O)C(c1ccccc1F)N(Cc1ccco1)C(=O)c1csnn1 (configuration not stated)	-0.3	2.2	0.6	3.7	1.3	0.3	4.2	-2.2	0.0
Cc1ncc([N+](=O)[O-])n1CC(=O)Nc1ccc(F)c(Cl)c1	-8.8	11.3	-4.4	2.1	-3.8	1.5	-6.7	2.4	-4.8
Cn1cc(C(=O)N/N=C/c2ccc3c(c2)OCO3)c2ccccc21	-6.3	-0.8	-1.0	6.6	4.6	2.3	4.2	-0.7	-0.8
Oc1[nH]c2ccccc2c1N=NC(=S)N1CCOCC1	0.9	7.5	1.4	0.3	2.7	2.0	-1.7	-40.8*	35.6*
CCn1c(SCC(=O)OC)nc2sc3c(c2c1=O)CC(C)(C)OC3	-9.4	-5.6	-4.5	0.6	1.8	-2.9	-2.4	0.4	-2.3
Cc1cccc(C)c1NC(=O)CN(C)C(C)C(=O)Nc1ccccc1-c1ccccc1 (configuration not stated)	0.7	-0.8	3.9	3.9	-1.8	-0.3	0.8	-0.8	-4.0
Cc1cccc(NC(=O)c2cc(S(=O)(=O)N3CCC4(CC3)OCCO4)ccc2F)c1	-0.7	-3.3	-3.4	0.1	-2.7	-3.8	1.6	1.2	-0.3
CCn1cc([N+](=O)[O-])c(C(=O)Nc2nc(-c3ccc(C)c(C)c3)c(C)s2)n1	-4.6	-7.9	-0.8	4.0	-2.2	-6.0	10.6	-2.0	-2.5
Cc1ccc2oc(=O)c3cnn(CC(=O)Nc4ccccc4N4CCN(C)CC4)c3c2c1	-1.8	-5.8	-1.1	0.2	0.3	-2.1	-0.2	-0.8	6.0
COCCCn1c2nc3ccccc3nc2c2c(=O)n(-c3ccccc3OC)c(C)nc21	-4.0	2.6	-6.6	4.3	2.4	-1.4	5.8	-1.9	4.7
COc1ccc(N2C(=O)[C@@H]3C(c4cccnc4)=NO[C@@H]3C2=O)cc1	-7.9	3.2	-0.6	9.7	3.4	5.6	7.8	-1.3	10.3
Cc1nc2c(c(-c3ccccc3)c1C#N)C(=O)c1ccccc1-2	1.1	0.9	-2.7	4.6	1.2	6.4	-2.0	1.6	-1.4
COc1cc(C(=O)NCCc2ncccc2C)ccc1OC1CCN(C(C)=O)CC1	-7.4	-3.6	-0.6	1.1	-0.4	-3.9	-2.4	1.0	3.0
CC1Cc2cc(/C(O)=C3/C(=O)C(=O)N(CCCN4CCOCC4)C3c3ccc(C(C)C)cc3)ccc2O1 (configuration not stated)	5.2	6.6	0.0	7.9	-3.0	1.9	7.7	3.5	2.2
Cc1ccc2cccc(OCC(=O)Nc3cccc(S(=O)(=O)N4CCCC4)c3)c2n1	9.8	-0.9	nt	0.7	-6.1	nt	-10.3	nt	nt
CCOC(=O)C1(Cc2cccc(OC)c2)CCN(Cc2cccc3c2OCO3)CC1	-6.9	-2.5	4.5	3.3	2.2	-0.1	7.7	2.6	7.6
COc1ccc(-n2c(SCC(=O)Nc3nccs3)nc3c(c2=O)SCC3)cc1	2.4	-1.9	2.5	1.0	-1.8	-5.3	-0.5	-0.9	-0.8
COc1ccccc1N1CCN(C(=S)Nc2cccc(C)c2)CC1	-2.5	18.4	-0.9	7.5	-2.5	-3.4	4.8	-2.0	-4.4
O=C(c1cccc(Cl)c1)N1CCC(=O)N(C(CO)Cc2ccccc2)CC1 (configuration not stated)	1.6	5.1	-0.3	5.9	-1.9	-6.7	7.6	0.6	0.8
Clc1ccc(-c2nnc3n2CCCC3)cc1Cl	-3.2	7.4	-7.3	9.6	-2.8	4.1	-2.9	-6.6	1.6
COc1ccccc1/C=C1\SC(=S)N(CCC(=O)Nc2ccc(C(=O)O)c(O)c2)C1=O	-19.0	10.7	-0.4	14.3	-5.1	-0.1	4.8	-13.4	-13.2
Cc1occc1C(=O)NC1CCCCCCC1	-0.8	-3.9	-0.7	3.5	4.6	3.9	-3.8	1.3	-5.8
COc1ccc(N2C(=O)CCC(C(=O)N(C)C3CCCCC3)C2c2ccc(OC)c(OC)c2)cc1 (configuration not stated)	-2.6	-3.0	-1.4	0.3	-0.1	-0.9	0.8	nt	2.0
CCOC(=O)C1=C(COC(=O)Cc2c(F)cccc2Cl)NC(=O)NC1C (configuration not stated)	-4.5	-15.2	nt	-5.6	-8.2	nt	1.2	nt	nt
CCOC(=O)C(=O)NNc1ccc(F)cc1	3.3	3.2	-2.5	0.3	-1.9	7.1	10.2	-0.3	-4.3
COc1cc(CNc2ccc(S(N)(=O)=O)cc2)ccc1OCC(=O)NC1CCCCC1	0.5	-1.9	0.6	1.0	-2.4	6.7	2.9	1.0	2.9
CC1CCCCC1NC(=O)CN(C)S(=O)(=O)c1cccc2cccnc12 (configuration not stated)	7.6	4.4	-1.1	1.7	-2.1	-0.8	1.8	-0.4	-0.8
COc1ccc(OC)c(NC(=O)Nc2ccc(O)c3ccccc23)c1	12.9	15.6	-0.6	14.8	23.2*	6.1	-1.4	0.0	61.4*
COc1ccc(-c2ccnc(-c3ccncc3)n2)cc1	0.1	2.6	-3.5	1.9	2.5	-4.7	-0.2	0.8	4.0
CC(C)Cc1ccc(S(=O)(=O)Nc2ccc3[nH]c(=O)[nH]c3c2)cc1	6.2	-3.3	-0.9	4.1	1.6	1.6	2.4	-7.3	-13.7
Nc1ccc(S(=O)C(F)(F)F)cc1 (configuration not stated)	-11.6	6.8	-1.8	7.6	5.6	1.9	0.2	0.0	8.6
COC(=O)c1ccc(CNC(=O)COC(=O)c2cc(Cl)nc(Cl)c2)cc1	-4.0	2.3	-0.6	-2.9	-1.7	-0.8	10.1	0.4	29.2
O=S(=O)(c1cccc(C(F)(F)F)c1)N1CCC(c2cc(-c3cccc4ccccc34)n[nH]2)CC1	-1.6	1.3	-2.8	5.6	2.1	-5.9	7.3	-2.6	2.5
CCOc1ccc(S(=O)(=O)N2CCN(c3ncccn3)CC2)cc1	-4.5	2.4	-0.9	5.4	-0.6	-1.6	-3.9	-1.5	7.9
Cc1ccccc1NC(=O)NCCCN1CCCC1=O	4.7	7.9	-1.4	3.9	-1.0	-5.5	0.7	-0.4	-1.4
CCCn1nnc(NC(=O)c2cccnc2Cl)n1	1.0	-3.2	-1.9	1.3	-0.5	1.9	-4.0	0.7	2.1
O=C(Nc1nnc(S(=O)(=O)N2CCN(c3ccc(F)cc3)CC2)s1)c1ccccc1	1.2	-0.3	6.3	0.8	1.6	-2.9	-2.1	-0.6	-23.5
C/C(=N/NC(=O)c1cc(-c2ccc(Cl)s2)[nH]n1)c1ccco1	-39.6	4.9	-1.1	0.3	1.9	-9.7	0.9	0.0	-8.9
CCNc1nc(NC(N)=S)nc(NC(C)(C)C)n1	0.7	-9.2	-0.1	-11.1	-1.9	1.4	10.4	1.2	1.8
COCCCN(C(=O)c1cc(C)oc1C)c1c(N)n(CC(C)C)c(=O)[nH]c1=O	1.8	-7.6	nt	-4.1	-2.1	nt	0.4	nt	nt
CC(C)CNC(=S)NNC(=O)c1ccc(OC(F)F)cc1	-1.8	10.0	1.4	0.5	-1.9	0.3	4.5	-3.1	1.3
O=C(NCCCN1CCOCC1)c1cccs1	2.6	-5.5	-0.8	-0.4	-1.5	0.9	-2.5	nt	-8.1
Cc1cc(NS(=O)(=O)c2ccc(NC(=O)N[C@H](C(=O)O)C(C)C)cc2)no1	-7.5	-2.8	-0.2	3.9	-4.5	0.0	0.1	-1.3	-2.2
O=c1ccccn1CCOc1ccccc1Cl	1.8	-2.4	-1.3	0.8	-0.9	1.8	-2.5	0.1	0.7
CCc1ccc(NCc2nc(-c3ccccc3)no2)cc1	-2.3	0.0	-1.8	-3.6	4.6	-2.1	3.1	1.3	2.1
CCc1ncc(C)[nH]1	-15.0	2.3	0.3	4.5	-4.7	2.1	3.6	1.6	1.1
COc1ccc2c(c1)C(=O)N(c1ccccc1OC)C(=O)C2	0.3	-3.5	8.4	3.2	-4.3	3.3	3.6	-14.9	0.2
C=CCCN(C1CCCC1)S(=O)(=O)c1ccccc1Br	-1.4	-0.3	-0.1	2.2	-0.5	-4.5	-4.2	0.6	1.6
